Screening results (PubChem BioAssay)
KCNH2 3.1 inh: qHTS for Inhibitors of KCHN2 3.1: Mutant qHTS; U2OS KCNH2 3.1, thallium flux FluxOr; active compounds read low; activity change, % (tested at about 1.8 µM); 0.95% of 340,000 active;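 active = maximum activity change below -70%; inconclusive = maximum activity change from -70% to -50%; inactive = maximum activity change above -50%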;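 note: thallium influx rate constant from kinetic fluorescence after stimulation buffer; % is set by controls: 0 for no effect and ±100 for the full control effect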
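We transduce U2OS cells with the mutant 3.1 virus, culture them overnight, load FluxOr with Red40 quencher for 45 min, then add stimulation buffer and read kinetically for 2 min to derive a normalized rate constant.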
TRPV1 agonist: HTS Assay for Compounds that Act as Agonists of the Vanilloid Receptor 1. activation, % at 8.33 µM. TRPV1-expressing cells, Fluo-8 calcium influx, agonist mode. 0.19% of 320,000 active. AID 540275, 2011. Transient receptor potential cation channel subfamily V member 1 (Homo sapiens), Q8NER1; in the data active = activation above about 80%; inconclusive = between about 30% and that limit; note: 0% is about no effect
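Cells expressing TRPV1 were dye-loaded with Fluo-8 and read kinetically: 10 s baseline, 3 min after compound (agonist portion), then 2 min after EC20 capsaicin (allosteric enhancer portion). Calcium-bound dye fluorescence at 480/520 nm.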
A-T KAP1 phos: qHTS Assay for Identifying a Potential Treatment of Ataxia-Telangiectasia; […] A-T fibroblasts, KAP-1 phosphorylation AlphaLISA; neocarzinostatin DNA damage 30 min before lysis; 0.19% of 320,000 active; Potency, µM (series often up to 57.5 µM), for inactives: at the highest dose activation, usual class: activators; note: potency is the fitted concentration of half-maximal effect; % of control where 0% means no effect; nearly all actives have a fitted effect of over 45% in size
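hTERT-immortalized A-T patient fibroblasts ([…]), 500 cells/well in OPTI-MEM, 1% FBS, got compounds for 60 min, then NCS for 30 min at 37C. Lysates were then assayed for phospho-KAP-1 by AlphaLISA (anti-pKAP1 donor, anti-KAP1 acceptor beads), 6 hr at 25C.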
Eya2 phos inh: qHTS Assay for Inhibitors of the Phosphatase Activity of Eya2; recombinant Eya2, OMFP fluorescence dephosphorylation (OMFP is methylfluorescein phosphate); Potency, µM (titrated, usually from 76.9 µM), for the others: at the top dose activity, negative = inhibition, hits mostly inhibitors; Protein phosphatase EYA2 (Homo sapiens), O00167; 0.006% of 330,000 active; AID 488837, 2010; note: potency is the fitted concentration of half-maximal effect; % is set by controls: 0 for no effect and ±100 for the full control effect
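Eya2 protein (added as 0.2 uM solution) was preincubated with compound for 10 min at ambient temperature in 50 mM HEPES pH 7.5, 50 mM NaCl, 5 uM MgCl2, 0.05% BSA, 1 mM DTT. OMFP (added at 50 uM) then reacted 10 min; fluorescence read at 485/525 nm.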
USP2a block: qHTS Assay for Inhibitors of Ubiquitin-specific Protease USP2a Using CHOP2 as the Reporter; Ubiquitin carboxyl-terminal hydrolase 2 (Homo sapiens), O75604; USP2 core, Ub-CHOP2 coupled fluorogenic reporter, 485/531; Potency, µM (top dose mostly 38.3 µM), without a hit: top-dose activity change, negative = inhibition, hits mostly inhibitors; 0.01% of 330,000 active; AID 463254, 2010;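 note: potency is the fitted concentration of half-maximal effect; plate controls were DMSO wells for no effect and full inhibition by NEM control for full effect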
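Deubiquitinase activity read as fluorescence (485/531 nm) after Ub-CHOP2 cleavage activates the enterokinase reporter on its substrate; USP2 core 10nM, Ub-CHOP2 and substrate 25nM each, 30min compound preincubation then 60min RT; data normalized to NEM, curves fitted.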
Mito fusion act: qHTS Assay for Small Molecule Inhibitors of Mitochondrial Division or Activators of Mitochondrial Fusion; AID 485298, 2010; Potency, µM (top dose mostly 46.1 µM), inactives show at the highest dose growth rescue (activation), most hits filed as activators; 0.23% of 320,000 active; S. cerevisiae fusion-defective mutant growth rescue, CellTiterGlo 48 h;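 note: potency is the fitted concentration of half-maximal effect; % of control where 0% means no effect; nearly all actives have a fitted effect of over 45% in size; temperature-sensitive fusion mutants such as fzo1-1 at 37 °C on non-fermentable ethanol glycerol medium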
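Luminescent cell viability in 1536-well qHTS format served as the measure of rescued growth in ts fusion-mutant S. cerevisiae cultured on non-fermentable YPEG for 48 hours at 37C.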
KCNH2 WT inh: qHTS for Inhibitors of KCHN2 3.1: Wildtype qHTS; Voltage-gated inwardly rectifying potassium channel KCNH2 (Homo sapiens), Q12809; U2OS, BacMam KCNH2, thallium flux FluxOr; active compounds read low; activity change, % at 1.84 µM; 0.37% of 340,000 active; AID 720551, 2013;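 active = maximum activity change below -70%; inconclusive = maximum activity change between -70% and -50%; inactive = maximum activity change above -50%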; note: % is set by controls: 0 for no effect and ±100 for the full control effect
Target sequence (Q12809 whole entry, looked up): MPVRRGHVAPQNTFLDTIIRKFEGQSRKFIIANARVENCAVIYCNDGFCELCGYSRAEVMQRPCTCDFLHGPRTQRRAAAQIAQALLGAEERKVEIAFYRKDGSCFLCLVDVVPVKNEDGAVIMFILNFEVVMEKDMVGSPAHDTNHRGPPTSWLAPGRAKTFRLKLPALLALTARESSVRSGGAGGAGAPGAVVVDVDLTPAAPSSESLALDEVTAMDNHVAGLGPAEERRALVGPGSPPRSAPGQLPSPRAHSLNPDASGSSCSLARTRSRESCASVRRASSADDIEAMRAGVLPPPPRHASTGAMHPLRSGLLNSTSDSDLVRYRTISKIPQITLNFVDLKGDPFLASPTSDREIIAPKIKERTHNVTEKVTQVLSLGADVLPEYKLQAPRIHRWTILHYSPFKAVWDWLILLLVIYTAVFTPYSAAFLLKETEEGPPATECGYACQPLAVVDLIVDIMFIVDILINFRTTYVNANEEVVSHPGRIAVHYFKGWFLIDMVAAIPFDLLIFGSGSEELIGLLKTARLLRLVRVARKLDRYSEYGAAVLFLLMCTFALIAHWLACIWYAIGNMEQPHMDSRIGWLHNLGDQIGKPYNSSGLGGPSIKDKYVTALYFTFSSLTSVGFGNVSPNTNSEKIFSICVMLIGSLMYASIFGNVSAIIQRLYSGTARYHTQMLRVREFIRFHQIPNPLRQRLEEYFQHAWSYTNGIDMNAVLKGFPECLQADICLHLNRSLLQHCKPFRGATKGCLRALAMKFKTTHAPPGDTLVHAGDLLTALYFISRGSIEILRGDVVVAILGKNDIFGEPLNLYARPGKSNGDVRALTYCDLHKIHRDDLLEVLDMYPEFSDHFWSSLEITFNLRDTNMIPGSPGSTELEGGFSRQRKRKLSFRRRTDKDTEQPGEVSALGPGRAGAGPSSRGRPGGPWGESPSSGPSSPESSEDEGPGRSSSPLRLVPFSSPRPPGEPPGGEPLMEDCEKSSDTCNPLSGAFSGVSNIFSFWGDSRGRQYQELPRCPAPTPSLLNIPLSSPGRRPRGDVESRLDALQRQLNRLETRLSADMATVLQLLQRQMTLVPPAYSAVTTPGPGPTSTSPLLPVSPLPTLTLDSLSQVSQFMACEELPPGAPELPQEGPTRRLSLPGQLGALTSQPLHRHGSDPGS
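U2OS cells were transduced with wild-type KCNH2 virus (2.03 x 10^8 / mL) for 4 h at room temperature, then cultured overnight at 37 C. Thallium flux was read with FluxOr dye. Rate constants were normalized to DMSO controls.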
TCR act: Activators of T cell receptors: qHTS campaign | primary human leukocytes, anti-CD3, IL-2 HTRF, 48 h | Potency, µM (doses to about 9.22 µM), inactives show top-dose activation of IL-2 secretion, most hits filed as activators | 330,000 tested, under 10 active; note: % of control where 0% means no effect
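Primary human leukocytes were stimulated with a-CD3 beads plus compounds for 48 hr without co-stimulation; secreted IL-2 was quantified by HTRF using a-IL-2-K (europium cryptate) and a-IL-2-d2, excited at 320nm with acceptor emission read at 665nm.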
ELG1 repair inh: qHTS screen for small molecules that inhibit ELG1-dependent DNA repair in human embryonic kidney (HEK293T) cells expressing luciferase-tagged ELG1; HEK293T ELG1-luciferase reporter, luminescence, 16 h; DNA damage induced by 5-fluorouridine; Potency, µM (series often up to 46.1 µM), for the others: top-dose activity change, negative = inhibition, actives largely listed as inhibitors; 2.3% of 330,000 active; note: potency is the fitted concentration of half-maximal effect; % is set by controls: 0 for no effect and ±100 for the full control effect; nearly all actives have a fitted effect of over 55% in size
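Overnight (16 hr) co-exposure of 2,000 cells/well to 5-fluorouridine and compound at 37 °C preceded detection. Luciferase was quantified via ONE-Glo luminescence; loss of signal denotes inhibition.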
TSHR antagonist: Antagonists of the Thyroid Stimulating Hormone Receptor: HTS campaign; TSHR-expressing cells, TSH-stimulated cAMP HTRF, 2 h; active compounds read low; activity change, negative = inhibition, % at 11.5 µM; 0.2% of 330,000 active; AID 504810, 2011;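 active = activity change below a set negative limit, meaning inhibition stronger than a set level, cut at about -70% in these data; inconclusive = activity change between two set negative limits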; note: % is set by controls: 0 for no effect and ±100 for the full control effect
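Cell-based HTRF cAMP assay; TSHR cells + compound, TSH EC80 (4nM final), 2 h, 37 deg C. Lysis with anti-cAMP cryptate and cAMP-d2, 30 min RT, read 665/620 nm.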
* marks the source's active call; other numbers are inactive results; u = inconclusive; x = no result given. Unless noted, calls come from the whole dose curve; as a rule, active = well fitted curve in the direction sought with a large enough effect; inconclusive = small, poorly fitted or top-dose-only effect, or another doubt; inactive = no such curve, though single readings can be large; an effect the other way counts as inactive or inconclusive. Only part of the results is shown; the hit share may differ from the screen's.

SMILES	KCNH2 3.1 inh	TRPV1 agonist	A-T KAP1 phos	Eya2 phos inh	USP2a block	Mito fusion act	KCNH2 WT inh	TCR act	ELG1 repair inh	TSHR antagonist
O=C(NC1CCCCC1)C(c1ccccc1F)N(Cc1ccco1)C(=O)c1ccccn1 (stereo not drawn)	2.5	7.8	8.4%	2.8%	-1.1%	18.1%	-3.7	-1.0%	3.4%	4.9
CCc1ccc(N(C(=O)c2csnn2)C(C(=O)NC(C)(C)C)c2ccccn2)cc1 (stereo not drawn)	7.2	5.0	-8.3%	1.8%	3.9%	-5.9%	2.2	x	u	4.0
O=C(O)CCn1c(-c2ccccc2)cc2c1CCCC2=O	-8.6	x	4.5%	13.6%	4.8%	u	11.5	-3.5%	u	18.9
COC(=O)CCS(=O)(=O)c1cc(Cl)ccc1Cl	10.2	-3.0	4.6%	0.8%	5.1%	3.3%	-10.1	0.0%	5.2%	-8.5
CCN(CC(=O)Nc1ccc(NC(C)=O)cc1)C(=O)CN1C(=O)C2CCCCC2C1=O (stereo not drawn)	11.7	-1.9	-0.7%	1.0%	0.4%	-1.6%	-0.8	-103.2%	5.4%	28.7
O=c1[nH]c2c(c(=O)n1Cc1ccccc1)CCC2	x	5.9	3.5%	-1.4%	0.4%	1.6%	0.5	-0.1%	-11.3%	5.8
CC(=O)Nc1ccc(-c2csc(NC(=O)CN3C(=O)NC4(CCCC4)C3=O)n2)cc1	2.8	0.6	10.9%	1.0%	0.0%	-12.8%	-1.9	3.4%	3.9%	4.3
O=C(CSc1nc2ccccc2[nH]1)NCc1ccc(F)cc1	-9.1	u	9.6%	2.4%	-0.7%	-0.9%	-5.6	1.0%	-9.7%	0.3
COC(=O)CCC(=O)NNC(=O)c1ccc([N+](=O)[O-])cc1	22.4	3.2	0.6%	-9.4%	0.2%	1.4%	2.0	-1.9%	14.0%	3.3
Cc1ccc(S(=O)(=O)N(C)CC(=O)N(CC(C)C)C2CCS(=O)(=O)C2)cc1 (stereo not drawn)	11.7	-0.4	-0.4%	-1.9%	-4.1%	6.5%	-8.7	-1.6%	4.4%	-9.5
COc1ccccc1CCC(=O)OCC(=O)Nc1cc(S(=O)(=O)N2CCOCC2)ccc1C	9.1	3.6	-7.1%	13.0%	2.3%	-1.9%	-0.5	-3.1%	4.0%	x
COC(=O)c1[nH]c2ccccc2c1CN1CCOCC1	13.3	2.2	2.8%	1.8%	0.7%	-4.3%	-6.4	x	u	-5.3
Fc1ccccc1N1CCN(Cc2nc(-c3ccc(Cl)cc3Cl)no2)CC1	-4.1	0.8	6.1%	-9.5%	-0.4%	0.7%	-4.5	-2.3%	-2.6%	-21.1
CN1CCC(NC(=O)Nc2ccc(Br)cc2)CC1	11.8	-0.3	-8.9%	10.8%	-0.5%	0.3%	13.0	-0.5%	13.8%	10.4
CCCCCc1cc(=O)[nH]c(=S)[nH]1	-9.6	-2.8	2.3%	-28.8%	0.5%	-3.6%	-11.1	-3.4%	-0.6%	-6.2
Oc1ccc(-c2cnc(-c3ccc(O)cc3)nc2)cc1	6.5	-2.5	3.1%	-8.9%	-0.7%	13.0%	9.1	-0.2%	u	3.0
COc1cc(C2C(C#N)=C(N)Oc3cc(C)n(Cc4ccccn4)c(=O)c32)cc2c1OCO2 (stereo not drawn)	x	-4.8	-9.1%	28.7%	0.4%	4.0%	x	x	9.8%	-5.9
CCC1CCCCN1C(=O)c1c[nH]c2ccc(S(=O)(=O)N(C)c3ccc(Cl)cc3)cc2c1=O (stereo not drawn)	-16.9	3.3	6.8%	3.4%	0.8%	0.7%	-4.3	6.5%	-28.8%	12.2
COc1ccc2c(c1)/C(=N/OC(=O)c1cccs1)CCC2	-7.4	29.2	3.2%	-27.4%	-1.2%	12.4%	5.7	-0.7%	u	-1.3
CNC(=O)Nc1ccc2nc(C)oc2c1	9.7	-1.4	15.8%	7.0%	-2.2%	4.4%	-2.5	-10.6%	11.0%	-1.9
COC(=O)c1ccc(-n2cnc3ccccc32)nc1	-20.0	12.4	1.3%	-7.3%	2.6%	9.9%	1.5	1.0%	u	-5.1
CCN(C(=O)c1ccccc1F)c1nc(-c2ccc(OC)cc2)cs1	-17.0	-4.5	-6.7%	-3.8%	-0.6%	-8.4%	-17.6	6.9%	u	-8.1
CCc1ccc(OCC(=O)Oc2ccc([N+](=O)[O-])cc2)cc1	4.0	-4.2	-4.9%	-7.4%	0.2%	0.3%	4.3	0.8%	9.3%	9.7
CN(C)C(CNC(=O)c1ccccc1C(F)(F)F)c1ccco1 (stereo not drawn)	-13.6	-1.1	9.1%	3.1%	-1.1%	12.5%	3.5	7.0%	6.0%	5.8
CN(Cc1ccccc1)C(=O)CC(=O)N(C)Cc1ccccc1	-5.5	-3.4	-9.7%	-3.0%	-1.5%	14.7%	-2.6	-5.5%	u	7.6
O=C(c1cccc(OC2CCN(Cc3ccc(F)cc3Cl)CC2)c1)N1CCCC1	-11.2	u	10.4%	-5.5%	1.4%	-13.7%	3.6	1.5%	-28.0%	-10.4
CCCSCCCNC(=O)Cn1c(=O)c2cccn2c2ccccc21	-2.7	0.9	-6.7%	-9.6%	-2.0%	4.3%	-15.2	-10.0%	0.2%	-2.5
CC1C(=O)C(C)C(c2ccc([N+](=O)[O-])cc2)NC1c1ccc([N+](=O)[O-])cc1 (stereo not drawn)	u	-1.9	10.2%	4.0%	3.9%	29.6%	3.0	8.4%	-26.1%	-8.1
O=C(O)c1cccc(N2CCCC2=O)c1	2.3	1.7	-6.1%	4.5%	9.2%	-0.6%	0.0	3.0%	16.0%	-6.5
CCc1nnc(NC(=O)CSc2nnc(-c3ccco3)n2CCOC)s1	4.6	-1.8	-5.1%	-4.3%	-3.1%	5.62µM*	1.9	5.1%	-1.5%	-5.9
O=C(N/N=C/c1ccc(O)c(O)c1O)/C(=C/c1ccc([N+](=O)[O-])cc1)NC(=O)c1ccccc1	-12.9	-2.5	-7.7%	4.4%	-8.8%	3.9%	5.6	2.1%	u	4.4
C/C(=N\O)C(C)(C)Nc1ccc(Br)cc1	10.8	x	50.9%	3.0%	-0.8%	7.8%	43.1	-5.0%	-5.3%	26.9
COc1cc(NC(=O)COc2cc(O)c3c(c2)OC(C)(C)CC3=O)cc(OC)c1	-10.6	-1.8	-17.1%	8.5%	-7.0%	-0.6%	-0.5	-6.6%	u	3.9
CN1CCN(CC(=O)Nc2c(C(=O)C3CC3)oc3ccccc23)CC1	-10.3	0.2	2.5%	-11.0%	-0.9%	1.5%	3.9	-0.7%	-9.3%	3.6
O=C(O)c1ccc(N2C(=O)CC(Cc3ccccc3)C2=O)cc1 (stereo not drawn)	3.7	-0.2	7.9%	13.9%	2.4%	-2.4%	0.2	0.3%	5.3%	9.8
Cc1ccc(N2CC(C(=O)OCC(=O)C(C)(C)C)CC2=O)cc1 (stereo not drawn)	-1.3	0.7	14.6%	-1.0%	3.8%	-0.5%	-19.2	0.2%	u	-4.8
CCOC(=O)C1=NOC(COc2ccccc2C=O)C1 (stereo not drawn)	-5.2	-0.2	5.2%	4.9%	-1.3%	-1.8%	2.3	-1.5%	0.9%	-6.9
O=C(C1CCN(C2CCN(C/C=C/c3ccccc3)CC2)CC1)N1CCOCC1	-48.3	1.2	5.2%	10.2%	2.9%	-2.2%	14.7	-2.6%	1.8%	-0.6
CSc1ccccc1NC(=O)c1ccccc1N(Cc1ccccc1)S(C)(=O)=O	-16.5	22.4	5.0%	5.1%	0.5%	4.9%	-6.4	3.9%	-12.8%	17.8

Part of the list above, with two lines to a compound.
Each structure is followed by: KCNH2 3.1 inh | TRPV1 agonist | A-T KAP1 phos | Eya2 phos inh | USP2a block | Mito fusion act | KCNH2 WT inh | TCR act | ELG1 repair inh | TSHR antagonist
> CN(Cc1ccccc1)C(=O)CC(=O)N(C)Cc1ccccc1
    -5.5 | -3.4 | -9.7% | -3.0% | -1.5% | 14.7% | -2.6 | -5.5% | u | 7.6
> O=C(c1cccc(OC2CCN(Cc3ccc(F)cc3Cl)CC2)c1)N1CCCC1
    -11.2 | u | 10.4% | -5.5% | 1.4% | -13.7% | 3.6 | 1.5% | -28.0% | -10.4
